NFkB SMM – binders of human NF-kappa-B p105. 17,000 compounds, 1.3% hits. AID 624139. Small molecule microarray, anti-His fluorescence binding. P19838. calls only;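 active = spot fluorescence over background significantly raised, with a chance value under 7% in all four replicate spots of the compound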;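 note: probe protein is his-tagged human p50 processed subunit at 1 µg/ml; raw spot fluorescence signals with no normalization applied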
Target sequence (P19838 1-433 limits assumed): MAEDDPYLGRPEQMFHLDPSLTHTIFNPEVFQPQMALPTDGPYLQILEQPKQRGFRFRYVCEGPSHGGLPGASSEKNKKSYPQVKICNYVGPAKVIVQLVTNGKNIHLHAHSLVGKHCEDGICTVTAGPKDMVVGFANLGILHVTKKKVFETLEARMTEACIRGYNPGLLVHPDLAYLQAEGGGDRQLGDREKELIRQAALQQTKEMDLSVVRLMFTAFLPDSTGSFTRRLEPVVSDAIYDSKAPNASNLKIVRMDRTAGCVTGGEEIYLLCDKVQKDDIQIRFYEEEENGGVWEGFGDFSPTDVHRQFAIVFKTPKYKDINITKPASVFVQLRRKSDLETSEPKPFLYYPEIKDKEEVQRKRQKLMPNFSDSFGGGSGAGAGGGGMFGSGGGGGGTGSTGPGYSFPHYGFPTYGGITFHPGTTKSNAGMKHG
Calls only; i = inactive; + = active, no number. An excerpt, so the mix of outcomes need not match the whole.

mol | NFkB SMM
Cc1c(NC(=O)CSc2nnc(-c3cccc(Cl)c3)o2)c(=O)n(-c2ccccc2)n1C | i
C[C@@H]1CN([C@@H](C)CO)C(=O)Cc2cc(NC(=O)C3CCCCC3)ccc2O[C@H]1CN(C)C(=O)Nc1ccc2c(c1)OCO2 | i
C#Cc1ccc([C@H]2C=C(C(=O)N3CCOCC3)O[C@@H](OCCCCO)C2)cc1 | i
C[C@@H]1O[C@H]2Oc3c(-c4ccc(O)cc4)oc4cc(O)c(c(O)c4c3=O)-c3cc(ccc3O)/C=C\C(=O)OC[C@H]3O[C@@H](O[C@H]([C@H]1O)[C@H]2O)[C@H](O)[C@@H](O)[C@@H]3O | i
Cc1ccc(-c2csc3nc4c5ccccc5c(NCCCN5CCOCC5)nn4c(=O)c23)cc1 | i
C[C@@H]1CN([C@H](C)CO)C(=O)c2cc(NC(=O)c3ccncc3)ccc2O[C@@H]1CN(C)C | i
COc1ccc(S(=O)(=O)Nc2ccc3c(c2)C(=O)N([C@H](C)CO)C[C@H](C)[C@H](CN(C)C(=O)CCC(F)(F)F)OCCCC[C@@H](C)O3)cc1 | i
COc1cc(CNC(=O)CCCC/C=C/C(C)C)ccc1O | i
CNC[C@@H]1Oc2c(NC(=O)c3nc4ccccc4s3)cccc2C(=O)N([C@@H](C)CO)C[C@@H]1C | i
C[C@H]1CN([C@@H](C)CO)C(=O)CCCn2cc(nn2)CO[C@H]1CN(C)Cc1ccc2c(c1)OCCN2C | i
Cc1noc(C)c1S(=O)(=O)Nc1cccc2c1O[C@@H](CN(C)Cc1ccc(C(F)(F)F)cc1)[C@@H](C)CN([C@H](C)CO)C2=O | i
C[C@H](CO)N1C[C@H](C)[C@H](CN(C)C)Oc2ccc(NC(=O)CCN3CCOCC3)cc2C1=O | i
Cc1noc(C)c1S(=O)(=O)Nc1ccc2c(c1)CC(=O)N([C@H](C)CO)C[C@H](C)[C@@H](CN(C)Cc1ccc(C(=O)O)cc1)O2 | i
CCOC(=O)c1c(C)oc2ccc(N(C(=O)c3ccncc3)S(=O)(=O)c3ccc(F)cc3C)cc12 | i
COc1ccc(/C=C/C(=O)CC(=O)/C=C/c2cccc(O)c2OC)cc1O | i
O=c1cc(-c2ccccc2)oc2cc(O)c(O)c(O)c12 | i
C[C@@H]1CCCCO[C@@H](CN(C)C)[C@H](C)CN([C@H](C)CO)C(=O)c2cc(NC(=O)Nc3ccc4c(c3)OCO4)ccc2O1 | i
C[C@@H]1CN([C@@H](C)CO)C(=O)c2cccc(N(C)C)c2O[C@@H]1CN(C)CC1CC1 | i
C[C@H]1CCCCO[C@H](CN(C)C(=O)c2ccccc2)[C@@H](C)CN([C@@H](C)CO)C(=O)c2cc(NS(C)(=O)=O)ccc2O1 | i
COc1ccc(NC(=O)N(C)C[C@H]2Oc3c(cccc3N(C)C)C(=O)N([C@H](C)CO)C[C@@H]2C)cc1 | i
Cc1noc(C)c1NC(=O)Nc1ccc2c(c1)C(=O)N([C@H](C)CO)C[C@H](C)[C@H](CN(C)C(=O)NC1CCCCC1)O2 | i
C[C@@H]1CN([C@H](C)CO)C(=O)c2cc(NC(=O)Nc3ccc(C(F)(F)F)cc3)ccc2O[C@@H]1CN(C)S(=O)(=O)c1ccccc1 | i
Cc1ccc(S(=O)(=O)Nc2ccc3c(c2)CC(=O)N([C@H](C)CO)C[C@@H](C)[C@@H](CN(C)C(=O)Nc2c(C)noc2C)O3)cc1 | i
Cc1noc(C)c1NC(=O)Nc1ccc2c(c1)C(=O)N([C@@H](C)CO)C[C@@H](C)[C@H](CN(C)C)O2 | i
Cc1ccc(NC(=O)Cn2cncc2-c2ccc([N+](=O)[O-])cc2)cc1C | i
C[C@@H]1CCCCO[C@@H](CN(C)C(=O)C2CCCCC2)[C@@H](C)CN([C@@H](C)CO)C(=O)c2cc(NS(=O)(=O)c3cn(C)cn3)ccc2O1 | i
O=C(Nc1cccnc1)C1CC(c2ccc(Cl)c(Cl)c2)=NO1 (stereo not given) | i
O=C(/C=C/c1ccccc1)O[C@@H]1C[C@@](O)(C(=O)O)C[C@@H](O)[C@@H]1O | i
Cc1noc(C)c1NC(=O)N(C)C[C@@H]1Oc2ccc(NC(=O)Cc3cn(C)c4ccccc34)cc2CC(=O)N([C@H](C)CO)C[C@@H]1C | i
Cc1cccc(NC(=O)CSc2nnc(-c3cccs3)n2-c2ccccc2)c1C | i
C[C@@H]1CN([C@@H](C)CO)C(=O)c2cc(NS(=O)(=O)c3cn(C)cn3)ccc2O[C@@H]1CN(C)C | i
C[C@H](CO)N1C[C@H](C)[C@@H](CN(C)C(=O)NC2CCCCC2)Oc2ccc(NC(=O)Cn3cnnn3)cc2CC1=O | i
COC(=O)c1cc2cc(O)c(-c3c(O)cc4cc(C(=O)OC)oc(=O)c4c3O)c(O)c2c(=O)o1 | i
CCc1cc(O)c(C)c(O)c1C=O | i
C[C@@H]1CN([C@@H](C)CO)C(=O)Cc2cc(NC(=O)CCC(F)(F)F)ccc2O[C@@H]1CN(C)C | i
COc1cccc(C(=O)OCc2nc3ccccc3s2)c1 | i
COc1ccc(C2CC(=O)Oc3cc(O)cc(O)c32)cc1 (stereo not given) | i
OC(Cn1nnc2ccccc21)Cn1c2ccc(Cl)cc2c2cc(Cl)ccc21 (stereo not given) | i
Cc1cc(C(=O)Nc2cccc3c2O[C@H](CN(C)S(=O)(=O)c2cccs2)[C@@H](C)CN([C@H](C)CO)C3=O)n(C)n1 | i
CC1=C(C(=O)Nc2ccccc2C)C(c2cccc([N+](=O)[O-])c2)n2ncnc2N1 (stereo not given) | i
CNC[C@@H]1Oc2c(NC(=O)Nc3c(C)noc3C)cccc2C(=O)N([C@@H](C)CO)C[C@H]1C | i
Cc1noc(C)c1NC(=O)Nc1cccc2c1O[C@@H](CN(C)C)[C@@H](C)CN([C@H](C)CO)C2=O | i
C[C@H](CO)N1C[C@H](C)[C@H](CN(C)C(=O)Nc2ccccc2)Oc2ccc(NC(=O)NC3CCCCC3)cc2C1=O | i
C[C@@H]1CN([C@H](C)CO)C(=O)c2cccc(NC(=O)C3CCOCC3)c2O[C@H]1CN(C)C(=O)Nc1ccc2c(c1)OCO2 | i
COc1ccc(-c2ccc(N)[n+](CCCC(=O)O)n2)cc1 | i
COc1ccc(S(=O)(=O)Nc2cccc3c2O[C@H](CN(C)Cc2ccc4c(c2)OCO4)[C@H](C)CN([C@H](C)CO)C3=O)cc1 | i
C[C@@H]1CN([C@@H](C)CO)C(=O)Cc2cc(N(C)C)ccc2O[C@H]1CN(C)S(=O)(=O)c1cn(C)cn1 | i
Cc1noc(C)c1S(=O)(=O)Nc1ccc2c(c1)C(=O)N([C@@H](C)CO)C[C@H](C)[C@H](CN(C)C(=O)Nc1ccccc1)O2 | i
O=C1O[C@@H](c2ccccc2)[C@@H](c2ccccc2)N2[C@@H](c3ccc(O)cc3)[C@]3(C(=O)Nc4ccccc43)[C@@H](C(=O)NC[C@H](O)c3ccccc3)[C@H]12 | i
Cc1noc(C)c1NC(=O)Nc1ccc2c(c1)C(=O)N([C@@H](C)CO)C[C@@H](C)[C@H](CN(C)C(=O)NC1CCCCC1)OCCCC[C@@H](C)O2 | i
COc1ccc(CN(C)C[C@H]2Oc3ccc(NC(=O)Nc4cccc5ccccc45)cc3CC(=O)N([C@H](C)CO)C[C@H]2C)cc1 | i
C[C@@H]1CN([C@H](C)CO)C(=O)Cc2cc(NC(=O)Nc3ccc4c(c3)OCO4)ccc2O[C@H]1CN(C)CC1CC1 | i
COc1ccc(NC(=O)N(C)C[C@@H]2Oc3ccc(NS(=O)(=O)c4ccccc4)cc3C(=O)N([C@@H](C)CO)C[C@@H]2C)cc1 | i
Cc1noc(C)c1NC(=O)Nc1ccc2c(c1)CC(=O)N([C@H](C)CO)C[C@H](C)[C@@H](CN(C)S(=O)(=O)c1cccs1)O2 | i
C[C@H](CO)N1C[C@H](C)[C@H](CN(C)S(=O)(=O)c2ccc(F)cc2)Oc2c(NS(=O)(=O)c3cn(C)cn3)cccc2C1=O | i
C[C@@H]1CCCCO[C@H](CN(C)C)[C@@H](C)CN([C@@H](C)CO)C(=O)c2cc(NC(=O)Nc3ccc(F)cc3)ccc2O1 | i
Cc1nnc(SCC(=O)Nc2ccccc2N2CCOCC2)s1 | i
O=C(O)C(O)Cc1c[nH]c2ccccc12 (stereo not given) | i
C[C@@H]1CCCCO[C@@H](CN(C)C(=O)CCCN(C)C)[C@@H](C)CN([C@@H](C)CO)C(=O)c2cc(NS(=O)(=O)c3cccs3)ccc2O1 | i
C[C@@H]1CN([C@@H](C)CO)C(=O)Cc2cc(NC(=O)NC3CCCCC3)ccc2O[C@@H]1CN(C)C(=O)Nc1ccc2c(c1)OCO2 | i

Remaining list, next part:
mol | NFkB SMM
C[C@@H]1CN([C@@H](C)CO)C(=O)c2cc(NS(C)(=O)=O)ccc2O[C@H]1CN(C)C(=O)Nc1ccc(F)cc1 | i
C[C@@H]1CCCCO[C@H](CN(C)C(=O)C2CCCCC2)[C@H](C)CN([C@H](C)CO)C(=O)c2cc(NC(=O)c3ccncc3)ccc2O1 | i
C[C@@H]1CN([C@H](C)CO)C(=O)c2cc(NS(=O)(=O)c3ccccc3)ccc2O[C@@H](C)CCCCO[C@@H]1CN(C)C(=O)CCC(F)(F)F | i
CNC[C@H]1Oc2ccc(NC(=O)NC(C)C)cc2CC(=O)N([C@@H](C)CO)C[C@H]1C | i
O=C1CC(C(=O)Nc2ccc3c(c2)OCCO3)n2ncnc2N1 (stereo not given) | i
COc1ccc([C@@H]2C=C(C(=O)O)O[C@H](OCCCCO)C2)cc1 | i
C=CCNC(=O)[C@@H]1[C@H]2C(=O)O[C@H](c3ccccc3)[C@H](c3ccccc3)N2[C@H](c2ccc(O)cc2)[C@@]12C(=O)N(C(=O)OCCOC)c1ccccc12 | i
Cc1ccccc1C(=O)Nc1cccc(NC(=O)COc2ccccc2Cl)c1 | i
Cc1noc(C)c1NC(=O)Nc1ccc2c(c1)C(=O)N([C@H](C)CO)C[C@H](C)[C@H](CN(C)Cc1ccccc1)O2 | i
Cc1noc(C)c1NC(=O)N(C)C[C@H]1Oc2ccc(NC(=O)Cn3cnnn3)cc2CC(=O)N([C@@H](C)CO)C[C@H]1C | i
CNC[C@H]1Oc2ccc(NC(=O)CCC(F)(F)F)cc2CC(=O)N([C@H](C)CO)C[C@@H]1C | i
COc1ccc(OC(C)C(=O)NCC2CCCO2)cc1 (stereo not given) | i
C[C@H]1CN([C@@H](C)CO)C(=O)c2cc(NC(=O)Nc3ccc4c(c3)OCO4)ccc2O[C@@H]1CN(C)S(=O)(=O)c1cn(C)cn1 | i
COc1cc(O)c2c(c1)O[C@H](c1ccc(O)c(O)c1)[C@@H](OC(C)=O)C2=O | i
C[C@@H]1CN([C@@H](C)CO)C(=O)c2cc(NC(=O)Nc3ccc(C(F)(F)F)cc3)ccc2O[C@@H](C)CCCCO[C@@H]1CN(C)C(=O)C1CCCCC1 | i
CC(C)NC(=O)Nc1ccc2c(c1)C(=O)N([C@H](C)CO)C[C@H](C)[C@@H](CN(C)Cc1ccc(C(F)(F)F)cc1)O2 | i
COc1ccc(NC(=O)Nc2nn(Cc3c(F)cccc3Cl)cc2Cl)cc1OC | i
C[C@H](CO)N1C[C@H](C)[C@H](CN(C)S(=O)(=O)c2cccs2)Oc2ncc(-c3ccc(F)cc3)cc2C1=O | i
CC(C)NC(=O)N(C)C[C@@H]1OCCCC[C@H](C)Oc2ccc(N(C)C)cc2C(=O)N([C@@H](C)CO)C[C@@H]1C | i
C[C@@H]1CN([C@H](C)CO)C(=O)CCCn2cc(nn2)CO[C@H]1CN(C)C(=O)CCC(F)(F)F | i

Overlap with the part before: 3 entries, then new ones.
mol | NFkB SMM
C[C@H](CO)N1C[C@H](C)[C@H](CN(C)S(=O)(=O)c2cccs2)Oc2ncc(-c3ccc(F)cc3)cc2C1=O | i
CC(C)NC(=O)N(C)C[C@@H]1OCCCC[C@H](C)Oc2ccc(N(C)C)cc2C(=O)N([C@@H](C)CO)C[C@@H]1C | i
C[C@@H]1CN([C@H](C)CO)C(=O)CCCn2cc(nn2)CO[C@H]1CN(C)C(=O)CCC(F)(F)F | i
CC(C)NC(=O)Nc1ccc2c(c1)CC(=O)N([C@H](C)CO)C[C@@H](C)[C@H](CN(C)Cc1ccc(-c3ccccc3)cc1)O2 | i
CC1OC(OC2C(O[C@H]3OC[C@](O)(CO)[C@H]3O)COC(O[C@@H]3[C@@H](O)[C@@H](O)[C@H](OC4C(OC(=O)[C@]56CCC(C)(C)CC5C5=CCC7[C@@]8(C)C[C@H](O)[C@H](OC9OC(CO)C(O)C(O)C9O)[C@@](C)(CO)C8[C@H](O)C[C@@]7(C)[C@]5(C)CC6)OCC(O)C4O)O[C@H]3C)C2O)C(O)C(O)C1O (stereo not given in full) | i
C[C@H](CO)N1C[C@H](C)[C@H](CN(C)C(=O)Nc2ccccc2)OCCCC[C@H](C)Oc2ccc(NC(=O)CCC(F)(F)F)cc2C1=O | +
COc1ccc(S(=O)(=O)N(C)C[C@H]2Oc3ccc(NC(=O)CCC(F)(F)F)cc3C(=O)N([C@H](C)CO)C[C@@H]2C)cc1 | i
CC(C)NC(=O)N(C)C[C@H]1OCCCC[C@@H](C)Oc2ccc(NC(=O)Nc3ccc(F)cc3)cc2C(=O)N([C@H](C)CO)C[C@@H]1C | i

An excerpt from the list above, as a working copy:
mol | NFkB SMM
CC(C)NC(=O)N(C)C[C@@H]1OCCCC[C@H](C)Oc2ccc(N(C)C)cc2C(=O)N([C@@H](C)CO)C[C@@H]1C | i
C[C@@H]1CN([C@H](C)CO)C(=O)CCCn2cc(nn2)CO[C@H]1CN(C)C(=O)CCC(F)(F)F | i
CC(C)NC(=O)Nc1ccc2c(c1)CC(=O)N([C@H](C)CO)C[C@@H](C)[C@H](CN(C)Cc1ccc(-c3ccccc3)cc1)O2 | i
CC1OC(OC2C(O[C@H]3OC[C@](O)(CO)[C@H]3O)COC(O[C@@H]3[C@@H](O)[C@@H](O)[C@H](OC4C(OC(=O)[C@]56CCC(C)(C)CC5C5=CCC7[C@@]8(C)C[C@H](O)[C@H](OC9OC(CO)C(O)C(O)C9O)[C@@](C)(CO)C8[C@H](O)C[C@@]7(C)[C@]5(C)CC6)OCC(O)C4O)O[C@H]3C)C2O)C(O)C(O)C1O (stereo not given in full) | i

Screening results as filed in PubChem BioAssay.
